# UGM FP inh: M. tuberculosis UGM enzyme inhibitors, primary screen, biochemical, fluorescence polarization, single point; UDP-galactopyranose mutase (Mycobacterium tuberculosis (strain ATCC 25618 / H37Rv)), …; 320,000 compounds, 0.06% hits; inhibition, % at 10 µM; purified UGM, fluorescence polarization probe displacement; AID 504406, 2011; in the data active = inhibition above about 10%, passing the limit was not always enough; inconclusive = no clear call, values can overlap the other calls
# BoNT-F LC inh: BoNT/F light chain protease inhibitors, primary screen, biochemical, flow cytometry, MLPCN library; Botulinum neurotoxin type F light chain protease (Clostridium botulinum); Multiplex microsphere protease cleavage assay; inhibition, % at 10 µM; 360,000 compounds, 0.22% hits; AID 588497, 2011; in the data active = inhibition above about 35%, passing the limit was not always enough; inconclusive = no clear call, values can overlap the other calls; also: plate controls were buffer without enzyme for full effect and enzyme alone for no effect
# Mtb FBA inh: Mtb FBA enzyme inhibitors, primary screen, biochemical, fluorescence, strain H37Rv; Fructose-bisphosphate aldolase (Mycobacterium tuberculosis (strain ATCC 25618 / H37Rv)), …; purified M. tuberculosis FBA, fluorescence read-out; inhibition, % at 1 µM; 360,000 compounds, 2.3% hits; AID 588726, 2011; in the data active = inhibition above about 27%;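 also: 0% = vehicle and 100% = reference inhibitor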
# Target sequence (P9WQA3 whole entry, looked up): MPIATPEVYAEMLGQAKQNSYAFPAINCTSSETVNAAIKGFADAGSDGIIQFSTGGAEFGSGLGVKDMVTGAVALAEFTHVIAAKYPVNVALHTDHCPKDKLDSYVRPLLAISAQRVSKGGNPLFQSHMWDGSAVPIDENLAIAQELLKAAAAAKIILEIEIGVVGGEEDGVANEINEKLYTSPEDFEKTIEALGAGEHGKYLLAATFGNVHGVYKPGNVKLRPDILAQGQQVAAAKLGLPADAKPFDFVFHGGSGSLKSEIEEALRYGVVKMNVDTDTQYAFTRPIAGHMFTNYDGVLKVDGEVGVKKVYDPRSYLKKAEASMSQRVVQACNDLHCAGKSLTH
# MazEF act: activators of E. coli MazEF toxin-antitoxin RNase, primary screen, biochemical, fluorescence, uHTS; activation, % at 20 µM; AID 504720, 2011; Endoribonuclease toxin MazF (Escherichia coli (strain K12)), P0AE70; FAM/BHQ RNA-DNA oligo cleavage fluorescence, 5 h; 350,000 compounds, 0.32% hits; in the data active = activation above about 50%
# Target sequence (P0AE70 whole entry, looked up): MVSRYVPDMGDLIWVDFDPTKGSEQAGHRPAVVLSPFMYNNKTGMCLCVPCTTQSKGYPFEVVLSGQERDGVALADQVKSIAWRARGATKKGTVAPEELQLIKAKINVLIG
# FadD28 binding: inhibitors of FadD28 bisubstrate probe binding, primary screen, biochemical, fluorescence polarization, single point; inhibition, % at 12.5 µM; 360,000 compounds, 0.22% hits; Mycobacterium tuberculosis FadD28 fatty-acid-AMP ligase; in the data active = inhibition above about 8.5%, passing the limit was not always enough; inconclusive = no clear call, values can overlap the other calls
# GDH-TPI inh: GDH-TPI coupling enzyme inhibitors, primary screen, artefact control for M. tuberculosis FBA inhibitor project, biochemical, absorbance, full deck; GDH-TPI coupled enzyme counterscreen, NADH absorbance; inhibition, % at 4.8 µM; 360,000 compounds, 1.2% hits; AID 588335, 2011; in the data active = inhibition above about 30%;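 also: 0% = DMSO wells and 100% = wells lacking the enzyme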
# Mtb BioA inh: M. tuberculosis BioA enzyme inhibitors, primary screen, biochemical, plate reader, single point, HTS; 7,8-diaminopelargonic acid synthase BioA (Mycobacterium tuberculosis); 360,000 compounds, 0.096% hits; inhibition, % at 9.99 µM; purified M. tuberculosis BioA enzyme; in the data active = inhibition above about 40%; inconclusive = no clear call, values can overlap the other calls
# Rv3671c inh: Rv3671c serine protease inhibitors, primary screen, biochemical, fluorescence polarization, M. tuberculosis H37Rv. 320,000 compounds, 0.048% hits. inhibition, % at 5.96 µM. AID 2606, 2010. P9WHR9; in the data active = inhibition above about 38%;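 also: extracellular domain of Rv3671c used as enzyme; 0% = enzyme with DMSO and 100% = no enzyme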
# Target sequence (P9WHR9 whole entry, looked up, the tested form may be a part): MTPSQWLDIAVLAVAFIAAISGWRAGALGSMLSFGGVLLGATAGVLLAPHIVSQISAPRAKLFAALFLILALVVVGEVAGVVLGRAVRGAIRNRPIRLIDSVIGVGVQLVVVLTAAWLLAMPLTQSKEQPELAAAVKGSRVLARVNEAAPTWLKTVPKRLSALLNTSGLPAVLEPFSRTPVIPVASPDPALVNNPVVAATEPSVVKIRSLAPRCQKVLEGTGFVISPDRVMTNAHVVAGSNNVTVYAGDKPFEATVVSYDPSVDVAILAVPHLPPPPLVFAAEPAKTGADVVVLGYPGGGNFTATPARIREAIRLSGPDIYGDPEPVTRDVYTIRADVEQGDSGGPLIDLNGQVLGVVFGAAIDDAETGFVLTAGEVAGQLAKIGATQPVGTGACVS
# PrPC TRFRET: inhibitors of human cell surface prion protein PrPC, primary screen, cell-based, TR-FRET | Major prion protein (Homo sapiens), P04156 | 370,000 compounds, 0.43% hits | TR-FRET read-out | inhibition, % at 13.8 µM; in the data active = inhibition above about 24%; also: 0% = median of the test wells and 100% = reference compound wells
# Starred values were filed as active, the others as inactive; u = inconclusive; x = no result given; + = active, no number; & = joins results of further samples.
SMILES,UGM FP inh,BoNT-F LC inh,Mtb FBA inh,MazEF act,FadD28 binding,GDH-TPI inh,Mtb BioA inh,Rv3671c inh,PrPC TRFRET
CNNC(=S)Nc1cccc(C(F)(F)F)c1,-1.2,-6,2,8,-1.7,-1,-1.3,5,62*
O=C(/C=C1\SC(=O)N(CC(=O)Nc2ccc(F)cc2)C1=O)Nc1ccc(Cl)cc1,2.9,-2,4,1,-1.1,0,x,4,6
N#C/C(=C(/O)COC(=O)c1cccnc1Cl)c1nc2ccccc2[nH]1,0.0,-8,0,10,-2.7,1,x,15,3
O=C(CN(Cc1ccco1)C(=O)CNS(=O)(=O)c1ccc(Cl)cc1)NC1CCCCC1,1.1,-24,1,-2,-1.2,0,-4.9,-4,0
O=C(NCCc1ccccc1)C(=O)NCC1OCCCN1S(=O)(=O)c1cccs1 (stereo not given),0.7,1,-1,3,-1.0,3,0.5,-6,-4
Cc1sc2nc(CSCC(=O)Nc3ccc(Cl)cc3F)[nH]c(=O)c2c1C,x,13,-2,-3,-4.2,6,-2.2,x,4
c1ccc(-c2csc(N3CCSCC3)n2)cc1,2.5,-5,2,1,-1.0,-9,x,0,3
CCOCCCn1c(=NC(C)=O)c(C#N)cc2c(=O)n3cccc(C)c3nc21,0.7,-26,+,-17,-6.9,2,-1.1,3,-1
Cc1ccc(-c2nn[nH]n2)cc1,2.1,-8,4,8,-4.0,-3,-0.8,0,5
Cc1cc(C)n(CCNC(=O)c2cc(COc3ccc(F)cc3Cl)on2)n1,0.0,-4,-5,-1,-2.5,-9,x,-1,-7
c1ccc2oc(-c3ccc4c(c3)CNCc3cnnn3-4)cc2c1,x,-16,+,x,-0.8,x,-1.1,x,-9
Cc1ccc(F)cc1NC(=O)N1CCN(c2ccnc3cc(Cl)ccc23)CC1,-1.2,x,-2,6,-2.3,19,0.6,0,-3
COc1ccc(CCNC(=O)C(=O)NCC2OCCN2S(=O)(=O)c2ccc(OC)c(OC)c2)cc1OC (stereo not given),-4.8,-2,1,6,-1.9,-9,-0.3,1,0
CC(C)Cn1cnc2c(SCc3ccccc3F)nc(N)nc21,x,-5,-1,3,-4.9,-6,1.2,x,11
Cc1ccccc1NC(=O)Nc1nc(C(N)Cc2ccccc2)cs1 (stereo not given),x,-10,-1,x,-1.1,4,-1.7,x,-14
COc1ccc(N2C3=C(C(=O)CC(C)(C)C3)C(c3cnn(C)c3)C3=C2CC(C)(C)CC3=O)cc1,3.3,u,112*,3,0.8,3,-0.4,-9,3
CCOc1ccc(NC(=O)CN2CCN(CC(=O)Nc3ccccc3OC)CC2)cc1,-2.4,20,-2,0,-2.8,-3,1.6,6,-2
Cc1noc(C)c1CSc1nnc2scc(-c3ccccc3)n12,-3.3,6,2,7,-0.1,5,3.1,-6,-3
CN(Cc1ccccc1)C(=O)COc1ccc(N(C)S(=O)(=O)c2ccc(F)cc2)cc1,5.3,-2,2,2,-2.4,9,x,-1,9
O=C(CN1CSCC1=O)N1CCN(S(=O)(=O)c2cccc(F)c2)CC1,0.1,3,0,3,-0.7,8,-2.2,1,7
O=c1cc(CCl)[nH]c2nc3ccccc3n12,-1.6,-8,47*,-3,-1.1,21,-1.6,-1,-5
Cc1ccc(CCN2CC(C(=O)NCCC(C)C)CC2=O)cc1 (stereo not given),-0.3,8,1,2,0.9,11,-2.2,8,7
CCCCCCCCCCOC(=O)Cn1c(COc2ccc(C)cc2)[n+](C)c2ccccc21,-0.6,-3,1,-146,-40,13,24,4,15
Cc1cc(C)c2nc(-c3cccnc3)cc(C(=O)NC(C)c3cnn(C)c3C)c2c1 (stereo not given),1.9,1,40*,9,-2.7,6,-2.0,9,-4
O=C(c1ccc(Cl)cc1)N(Cc1cccs1)C1CCS(=O)(=O)C1 (stereo not given),-1.6,2,3,0,0.1,1,1.7,12,3

# Profiles, quoted from the list.
# CN(Cc1ccccc1)C(=O)COc1ccc(N(C)S(=O)(=O)c2ccc(F)cc2)cc1 is listed with UGM FP inh = 5.3; BoNT-F LC inh = -2; Mtb FBA inh = 2; MazEF act = 2; FadD28 binding = -2.4; GDH-TPI inh = 9; Mtb BioA inh = x; Rv3671c inh = -1; PrPC TRFRET = 9
# Cc1ccc(CCN2CC(C(=O)NCCC(C)C)CC2=O)cc1 (stereo not given) is listed with UGM FP inh = -0.3; BoNT-F LC inh = 8; Mtb FBA inh = 1; MazEF act = 2; FadD28 binding = 0.9; GDH-TPI inh = 11; Mtb BioA inh = -2.2; Rv3671c inh = 8; PrPC TRFRET = 7

# More entries.
SMILES,UGM FP inh,BoNT-F LC inh,Mtb FBA inh,MazEF act,FadD28 binding,GDH-TPI inh,Mtb BioA inh,Rv3671c inh,PrPC TRFRET
CC(C)(C)c1ccc(OCCC(=O)OCC(=O)NCc2ccccc2)cc1,-0.1,-11,-1,1,-1.1,2,2.1,-4,7
Cn1c(=O)c2c(SCC(=O)Nc3ccccc3F)nc(-c3ccccc3F)nc2n(C)c1=O,-1.1,5,-1,-14,-1.1,6,0.1,-6,5
CCN(CC)CCN(Cc1cc2cc3c(cc2[nH]c1=O)OCO3)C(=S)NCC(C)C,-2.8,u,21,11,-1.3,29,0.4,3,-5
COc1ccc(C(=O)Nc2ccc(NC(=O)c3cccs3)cc2)cc1[N+](=O)[O-],-0.5,-11,0,8,1.2,16,x,-3,-9
Cc1cccc2cncc(OCc3nnc(SC(F)F)n3C)c12,0.2,-9,5,-23,0.4,0,x,6,0
COC(=O)C1CCN(c2ccc(Cl)nn2)CC1,-0.2,-3,3,0,0.1,5,x,11,-4
Cc1ccccc1N=Nc1c(C)[nH]n(C(N)=S)c1=O,-0.5,0,0,4,3.0,15,-0.8,2,-2
S=C(NCc1ccccc1)N1CCN(c2cccc(Cl)c2)CC1,1.5,-7,9,7,-0.9,2,x,1,12
CSc1ccc(C(=O)C2CCCN(C)C2)cc1 (stereo not given),1.6,-3,-2,8,-3.1,-4,x,-3,2
COC(=O)c1ccc(OC(=O)c2ccc(OC)cc2)c(OC)c1,1.2,-8,1,1,-1.8,-5,x,8,-3
O=C1NC2=C(C(=O)CCC2)C(c2ccccc2Cl)N1 (stereo not given),0.1,u,2,11,-2.1,-7,x,-1,-2
C/C(N)=C(/C#N)C(=O)COC(=O)COc1ccc(Cl)cc1,1.7,-1&-12,-1&13,4&2,-0.3&-2.1,0&-7,x,-2,8&-12
CCOC(=O)CNC(=O)Cn1c(C)cc2ccccc2c1=O,-0.8,-8,10,3,0.1,5,1.3,10,2
Cc1cc(Sc2nnc(/N=C/N(C)C)s2)c2ccccc2n1,0.3,6,0,2,-4.7,15,1.2,3,4
Cc1ccc(N2C(=O)C3C4C=CC(CC4)C3C2=O)cc1[N+](=O)[O-] (stereo not given),-1.7,u,1,4,0.1,18,-0.5,-6,7
O=C(COC(=O)c1ccc(S(=O)(=O)NCc2ccco2)cc1)Nc1ncc(Cl)cc1Cl,1.8,-3,1,-12,0.8,0,x,-3,0
C=CCn1c(COc2ccc(CC)cc2)nnc1SC/C(O)=C(\C#N)c1nc2ccccc2[nH]1,3.2,-35,3,2,-3.6,1,-2.1,-7,2
CCN1CCN(C(=S)NCCOC)CC1,0.5,5,0,-1,-3.9,-4,x,4,-4
COC(=O)[C@@H]1C[C@@]2(O)[C@H](O)[C@H](O)[C@H](O)C[C@H]2N1Cc1ccc(C(F)(F)F)cc1,-0.1,-4,-3,0,-2.8,-5,-3.0,-5,2
CCN(C(=O)Cn1c(=O)n2nc(CCn3nc(C)cc3C)nc2c2ccccc21)c1cccc(C)c1,-1.5,2,-1,2,-2.8,11,x,-7,-5
CCn1cc(C(=O)OCC(=O)Nc2ccccc2OC(F)F)c(=O)c2ccc(C)nc21,0.2,1,-2,12,-0.9,0,-0.3,-1,2
CCOc1ccc(/C=N/NC(=O)NC23CC4CC(CC(C4)C2)C3)cc1O,-1.2,4,-3,5,4.6,-8,0.8,4,0
O=C(CN(Cc1ccccc1)S(=O)(=O)c1ccc(F)cc1)NCc1ccncc1,2.4,-2,2,-2,-0.5,-1,1.2,-6,-3
CC(=O)c1ccc(NC(=O)Cc2ccsc2)cc1,1.6,5,0,6,-1.7,1,2.2,2,-1
CC(=O)NS(=O)(=O)c1ccc(NC(=O)c2cc(-c3ccc(C)c(C)c3)nc3ccccc23)cc1,3.2,10,3,3,0.8,25,-0.9,-21,-5

# (list continues)
SMILES,UGM FP inh,BoNT-F LC inh,Mtb FBA inh,MazEF act,FadD28 binding,GDH-TPI inh,Mtb BioA inh,Rv3671c inh,PrPC TRFRET
CCS(=O)(=O)NC(=O)C1(C)CCN1C(=O)Cc1ccc(Cl)cc1Cl (stereo not given),x,1,4,x,0.3,3,-1.1,x,3
N#CCCNS(=O)(=O)c1ccc(C(=O)OCCCOC(=O)c2ccc(S(=O)(=O)NCCC#N)cc2)cc1,0.5,-1,-2,-1,1.2,-3,1.1,-4,5
Cc1cc(NC(=O)c2c(Br)cnn2C)no1,x,2,-3,-1,-2.0,2,1.2,x,0
Cc1nc(/C=C/c2ccccc2)[nH]c(=O)c1-c1ccccc1,-1.4,3,0,11,-4.1,11,x,-6,8
COc1cc(OC)cc(C(=O)OCC(=O)NC(c2ccccc2)c2ccccc2)c1,0.4,7,2,-12,-2.9,0,-0.1,-9,-4
CNC(=S)NNC(=O)CNc1ccc(C)c(Cl)c1,1.8,1,6,3,-3.7,-10,x,1,6
CCOc1cc(-c2c(C#N)c(N)nc3c2CCCC3)ccc1O,-0.8,-1,0,6,-2.1,19,-1.1,3,-3
CCC(C)NC(=O)c1ccccc1NC(=O)c1ccc(CSc2ccccc2)cc1 (stereo not given),0.8,-6,-1,-9,0.5,10,0.1,-17,-6
CCOC(=O)C1=C(COC(=O)[C@@H](NC(=O)c2cccc(C)c2)C(C)C)NC(=O)NC1C (stereo not given in full),1.2,-11,-1,8,-4.6,-5,0.1,8,0
COc1cccc(-n2c(SCC(N)=O)nc3ccccc3c2=O)c1,2.9,-3,0,-26,-1.1,5,x,-5,-4

# Of the compounds above, these contain two or more sulfur atoms:
SMILES,UGM FP inh,BoNT-F LC inh,Mtb FBA inh,MazEF act,FadD28 binding,GDH-TPI inh,Mtb BioA inh,Rv3671c inh,PrPC TRFRET
O=C(NCCc1ccccc1)C(=O)NCC1OCCCN1S(=O)(=O)c1cccs1 (stereo not given),0.7,1,-1,3,-1.0,3,0.5,-6,-4
Cc1sc2nc(CSCC(=O)Nc3ccc(Cl)cc3F)[nH]c(=O)c2c1C,x,13,-2,-3,-4.2,6,-2.2,x,4
c1ccc(-c2csc(N3CCSCC3)n2)cc1,2.5,-5,2,1,-1.0,-9,x,0,3
Cc1noc(C)c1CSc1nnc2scc(-c3ccccc3)n12,-3.3,6,2,7,-0.1,5,3.1,-6,-3
O=C(CN1CSCC1=O)N1CCN(S(=O)(=O)c2cccc(F)c2)CC1,0.1,3,0,3,-0.7,8,-2.2,1,7
O=C(c1ccc(Cl)cc1)N(Cc1cccs1)C1CCS(=O)(=O)C1 (stereo not given),-1.6,2,3,0,0.1,1,1.7,12,3
Cc1cc(Sc2nnc(/N=C/N(C)C)s2)c2ccccc2n1,0.3,6,0,2,-4.7,15,1.2,3,4
N#CCCNS(=O)(=O)c1ccc(C(=O)OCCCOC(=O)c2ccc(S(=O)(=O)NCCC#N)cc2)cc1,0.5,-1,-2,-1,1.2,-3,1.1,-4,5
